Tat export inh = E. coli Tat export inhibitors, primary screen, MC4100, TorA-mCherry reporter, fluorescence, single point | AID 488895, 2010 | inhibition, % at 10 µM | 340,000 compounds, 0.036% hits;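 active means mean replicate inhibition at least 50% and at least half of replicates individually reaching 50%; inconclusive means only one of the two criteria met; inactive means neither criterion met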;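 further: exported cargo escapes ClpAP degradation while cytoplasmic cargo is degraded and loses fluorescence; 0% = median of neutral control wells and 100% = median of NaSCN control wells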
V-ATPase pHluor = regulators of yeast V-ATPase proton pumping, primary screen, pHLuorin cytosolic pH fluorescence; S. cerevisiae; response, % at 10 µM; 350,000 compounds, 0.37% hits; in the data active means response mostly above about 7.3%, no sharp cut-off; inactive means mostly below about 5.4%; further: actives read high; inactives centre near 0; some compounds called inactive have numbers as strong as hits; reference of the scale not given here
CAL PDZ FP-1 = CAL PDZ peptide-binding inhibitors, primary screen, biochemical, fluorescence polarization, Cer-tagged CAL PDZ, HTS; Golgi-associated PDZ and coiled-coil motif-containing protein (Homo sapiens), Q9HD26; purified CAL PDZ, TMR-peptide fluorescence polarization, 1 h; inhibition, % at 20 µM; 330,000 compounds, 0.02% hits; AID 504414, 2011;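 active means highest replicate inhibition of at least 40%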;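 further: plate controls were DMSO neutral control wells for no effect and unlabeled competitor peptide control wells for full effect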
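System: tagged CAL PDZ domain. Schedule: 1 h room-temperature incubation prior to read. Signal: fluorescence polarization (mP). Measure: percent inhibition from loss of millipolarization.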
RTF Ca sens act = cardiac RTF calcium sensitivity activators, primary screen, biochemical, IANBD-TnC fluorescence, EC20 calcium; Troponin I, cardiac muscle (Homo sapiens) + Troponin T, cardiac muscle (Homo sapiens) + …; 340,000 compounds, 0.24% hits; IANBD-labeled TnC RTF fluorescence at EC20 calcium; 0% EC20 calcium, 100% full calcium; activation, % at 7.2 µM;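 active means activation above the mean over all tested compounds plus 3 SD, cut at about 30% in these data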;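 further: rise in fluorescence read as greater calcium sensitivity of cardiac thin filaments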
MITF act = activators of MITF-driven TRPM1 promoter reporter, primary screen, cell-based, SK-MEL-5, luciferase, single point; SK-MEL-5 TRPM1-promoter luciferase, 24 h; % of positive control, neutral wells = 0; activation, % at 12.5 µM; 300,000 compounds, 0.75% hits; AID 588334, 2011;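 active means mean activation of at least 80% with every replicate also reaching 80%; inconclusive means mean reaches 80% but some replicate falls short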;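 further: 0% = neutral control wells and 100% = parthenolide positive control wells; values of inactives mirror those of a sister screen read the other way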
Wnt bcat act = Wnt/beta-catenin pathway activators, primary screen, cell-based, plate reader, single point; Wnt/beta-catenin reporter cell assay, activator; activation, % at 9.35 µM; 300,000 compounds, 1.2% hits; in the data active means activation above about 30%, passing the limit was not always enough; inconclusive means no clear call, values can overlap the other calls;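 further: 0% = neutral control wells and 100% = positive control wells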
CDK5 inh = inhibitors of human CDK5/p35 kinase, primary screen, biochemical, single concentration; Cyclin-dependent kinase 5 (Homo sapiens) + Cyclin-dependent kinase 5 activator 1 (Homo …; Recombinant CDK5/p35, ADP-Glo luminescence, 60 min; inhibition, % at 10 µM; 330,000 compounds, 0.01% hits; AID 488839, 2010;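 active means highest replicate inhibition of at least 50% and at least 75% of replicates reaching 50%; inconclusive means only one of the two criteria met; inactive means both criteria failed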;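 further: plate controls were DMSO neutral control for no effect and GW8510 at 10 µM for full effect; many of its hits are not listed in these tables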
Target sequence (Q00535 whole entry, looked up): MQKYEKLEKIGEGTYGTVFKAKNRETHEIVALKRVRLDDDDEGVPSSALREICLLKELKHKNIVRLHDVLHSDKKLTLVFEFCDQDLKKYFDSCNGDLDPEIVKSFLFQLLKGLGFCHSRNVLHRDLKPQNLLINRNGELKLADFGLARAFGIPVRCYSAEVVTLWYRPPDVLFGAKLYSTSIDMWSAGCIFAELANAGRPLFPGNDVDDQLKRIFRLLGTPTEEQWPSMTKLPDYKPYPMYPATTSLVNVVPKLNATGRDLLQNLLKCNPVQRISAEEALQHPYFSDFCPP
Target sequence (Q15078 whole entry, looked up): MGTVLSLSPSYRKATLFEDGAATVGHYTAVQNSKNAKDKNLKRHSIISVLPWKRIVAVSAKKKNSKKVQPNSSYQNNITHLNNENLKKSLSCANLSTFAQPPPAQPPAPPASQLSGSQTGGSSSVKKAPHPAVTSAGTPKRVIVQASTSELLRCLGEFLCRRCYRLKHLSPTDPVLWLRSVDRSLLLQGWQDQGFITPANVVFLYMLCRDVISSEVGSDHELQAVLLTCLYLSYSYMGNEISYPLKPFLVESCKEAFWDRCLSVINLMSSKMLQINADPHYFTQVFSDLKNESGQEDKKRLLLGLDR
Rtt109 Vps75 = inhibitors of C. albicans Rtt109/Vps75 HAT, primary screen, biochemical, ThioGlo CoA-SH fluorescence, plate reader | Histone acetyltransferase RTT109 (Candida albicans (strain SC5314 / ATCC MYA-2876)), … | purified Rtt109/Vps75, 4 h | inhibition, % at 34.9 µM | 330,000 compounds, 0.16% hits;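 active means inhibition of at least 50% in every replicate; inconclusive means best replicate reaches 50% inhibition but some replicates fall short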
dFosB activator = activators of delta FosB homodimer, primary screen, biochemical, fluorescence polarization, TAMRA-CDK5 oligo, single point | Protein FosB (Mus musculus), P13346 | purified delta FosB; percent of positive-control signal above neutral wells | activation, % at 25 µM | 340,000 compounds, 0.99% hits | AID 493131, 2011;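 active means mean activation above about 17%, with every replicate also reaching it, limit read from the data, passing the limit was not always enough; inconclusive means only one of the two conditions met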;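 further: fluorescence polarization rise as delta FosB binds a TAMRA Cdk5 AP-1 oligo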
Target sequence (P13346 whole entry, looked up): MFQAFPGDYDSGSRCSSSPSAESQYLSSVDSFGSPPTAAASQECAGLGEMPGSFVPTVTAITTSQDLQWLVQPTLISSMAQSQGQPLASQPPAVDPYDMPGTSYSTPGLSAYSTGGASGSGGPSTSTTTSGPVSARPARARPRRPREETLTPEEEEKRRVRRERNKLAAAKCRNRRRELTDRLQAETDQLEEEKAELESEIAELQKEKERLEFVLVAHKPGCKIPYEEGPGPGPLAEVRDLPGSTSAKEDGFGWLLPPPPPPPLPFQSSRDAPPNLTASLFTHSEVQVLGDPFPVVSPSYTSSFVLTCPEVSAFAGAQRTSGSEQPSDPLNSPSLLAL
CAL PDZ FP-2 = untagged CAL PDZ binding inhibitors, primary screen, biochemical, fluorescence polarization, HTS. Golgi-associated PDZ and coiled-coil motif-containing protein (Homo sapiens), Q9HD26. purified CAL PDZ, TMR-peptide fluorescence polarization, 1 h. inhibition, % at 24.9 µM. 300,000 compounds, 0.92% hits. AID 602252, 2012;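 active means mean inhibition of at least 30% with at least half of replicates also reaching 30%; inconclusive means no clear call, values can overlap the other calls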;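 further: 0% = DMSO neutral control and 100% = excess unlabeled competitor peptide PRC23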
An asterisk follows results filed as active; ? = inconclusive; . = no result given.

#	structure	Tat export inh	V-ATPase pHluor	CAL PDZ FP-1	RTF Ca sens act	MITF act	Wnt bcat act	CDK5 inh	Rtt109 Vps75	dFosB activator	CAL PDZ FP-2
1	CCc1cccc(NS(=O)(=O)c2c(C)nc3scc(C)n3c2=O)c1	-9	0	-2.4	-4	11	4	-0.4	0	-7	-4
2	Cc1ccc(N(CC(=O)NCc2ccccc2)C(=O)CCC(=O)Nc2ccccn2)cc1C	3	2	0.4	-4	-3	1	1.5	-4	-17	.
3	O=C(Cn1cc(C(=O)c2ccco2)c2ccccc21)Nc1ccccc1F	-5	1	-2.3	8	-12	-2	-8.6	-1	-8	-3
4	O=C(NCc1ccco1)c1cc2n(n1)C(C(F)(F)F)CC(c1ccc(Br)cc1)N2 (stereo unspecified)	-2	2	-0.2	-2	.	-2	-1.4	-6	2	8
5	Cc1cccc(-n2cnc3cc(C(=O)N4CCc5ccccc54)ccc32)c1	18	-3	-1.4	0	-2	17	.	1	-9	-3
6	CCC(=O)N1CCC2(CC1)Oc1ccc(F)cc1C(=O)C21CC(c2ccc(Cl)cc2)=NO1 (stereo unspecified)	8	1	-1.6	-1	4	-3	0.6	-1	-6	-5
7	CCC(=O)c1ccc(OCC(=O)Nc2ccc3c(c2)OCCO3)cc1	28	-4	0.7	-2	46	1	1.1	?	-6	.
8	COc1cccc(C2C(C#N)=C(N)N(N(C)C)C3=C2C(=O)CC(C)(C)C3)c1OC (stereo unspecified)	-10	4	-1.6	5	-1	2	1.7	6	-9	-3
9	CC(C(=O)NC(N)=O)N1C(=O)NC(c2ccccc2)(c2ccccc2)C1=O (stereo unspecified)	5	-1	-0.7	0	6	0	0.4	-9	-7	-4
10	Cc1ccc(NCC(=O)Nc2cccc(S(=O)(=O)N(C)C)c2)c(Cl)c1	6	0	1.1	-1	-9	-3	0.5	3	-11	0

(further entries)
#	structure	Tat export inh	V-ATPase pHluor	CAL PDZ FP-1	RTF Ca sens act	MITF act	Wnt bcat act	CDK5 inh	Rtt109 Vps75	dFosB activator	CAL PDZ FP-2
11	CC1CCN(S(=O)(=O)c2ccc3c(c2)N(CC(=O)NCCCN2C(C)CCCC2C)C(=O)CO3)CC1 (stereo unspecified)	-7	-4	-1.1	-5	0	-3	-2.8	-2	-4	-2
12	Cc1nc(NC(=O)/C=C/c2ccc(Cl)cc2Cl)sc1C(=O)N(C)C	-4	1	-1.1	-3	-2	-2	0.7	0	-4	-3
13	Clc1ccc(/C=N/N2CCCCC2)cc1	5	-4	-1.1	3	94*	33*	0.8	-5	5	.
14	O=C(CN1CCN(c2ccc(Cl)cc2)CC1)NCc1cccs1	1	4	-1.3	-5	3	-3	-1.9	15	-9	2
15	CC(C)OP(=O)(c1ccc(N(C)C)cc1)C(Nc1ccccc1)c1ccccc1 (stereo unspecified)	12	3	-0.7	-1	-8	1	0.2	-4	-8	-4
16	CCc1nc(SCC(=O)Nc2ccc3c(c2)OCCO3)c2oc3ccccc3c2n1	-4	7	-0.2	2	5	-2	-0.6	12	-1	-2
17	CCN1CCN(C(=O)C2CCC(=O)N(CCCN3CCCC3=O)C2)CC1 (stereo unspecified)	-4	-3	-1.3	-6	-8	0	0.5	-3	1	-3
18	O=C(N/N=C/C1CC2CCC1C2)C1CC1 (stereo unspecified)	8	5	-0.1	-3	-1	3	-0.3	-2	2	4
19	CC(=O)c1ccc(NC(=O)CN2C(=O)NC(C)(c3ccc4c(c3)OCCO4)C2=O)cc1 (stereo unspecified)	-5	-5	-2.6	4	4	-1	-1.8	3	-11	.
20	COc1ccc(/C=N/Nc2ccccn2)cc1OC	-10	2	0.7	.	.	0	0.0	6	-7	.

(further entries)
#	structure	Tat export inh	V-ATPase pHluor	CAL PDZ FP-1	RTF Ca sens act	MITF act	Wnt bcat act	CDK5 inh	Rtt109 Vps75	dFosB activator	CAL PDZ FP-2
21	COc1ccc(NC(=O)c2ccc(NCCN3C(=O)CCC3=O)c([N+](=O)[O-])c2)cc1	-9	-2	-0.5	1	2	-2	-1.5	-11	-1	.
22	O=C(O)c1ccccc1OCCOCCOc1ccccc1C(=O)O	-1	4	-2.1	-2	7	.	0.0	-4	-5	-2
23	COc1cc(OC)c2c(-c3cccc(-c4ccc(OC)c(F)c4)c3)cc(=O)oc2c1	-4	1	-1.1	0	-52	-3	-1.3	1	2	-3
24	COc1ccc(NS(=O)(=O)c2cc(NC(=O)c3cccc(OCc4c(C)noc4C)c3)ccc2OC)cc1	4	0	-1.6	-9	-3	-10	0.7	-3	-7	3
25	Cc1ccc(S(=O)(=O)N2CCOCC2)cc1C(=O)NCc1cn2ccsc2n1	2	21	-0.5	-2	-2	.	-0.6	2	-10	.
26	Cc1ccc(Sc2c(C=O)c3ccccc3n2C)cc1	4	0	-1.1	2	12	.	3.1	-23	4	-2
27	Cc1ccccc1/C=N/NC(=O)CSc1nc2ccccc2o1	-4	2	-1.3	2	50	20	0.2	-17	13	-5
28	O=S(=O)(c1ccc(Cl)nc1)N1CCC(Cc2ccccc2)CC1	0	1	-3.3	-2	-4	-2	-2.6	-4	-9	-2
29	Cc1noc(C)c1S(=O)(=O)N(C)Cc1ccccc1	-5	-2	0.3	0	11	-1	-1.1	0	3	-3
30	Cc1ccc(NC(=O)C(=O)NCC2CCCN2S(=O)(=O)c2cccs2)cc1C (stereo unspecified)	-10	3	-3.2	-2	11	3	-2.5	11	3	-6

More compounds follow.
#	structure	Tat export inh	V-ATPase pHluor	CAL PDZ FP-1	RTF Ca sens act	MITF act	Wnt bcat act	CDK5 inh	Rtt109 Vps75	dFosB activator	CAL PDZ FP-2
31	CCOC(=O)c1cc(C)nc(S(C)(=O)=O)c1C#N	-2	-1	-0.8	-1	.	-5	1.0	-4	-3	-2
32	C[C@H](CO)N1C[C@H](C)[C@@H](CN(C)S(=O)(=O)c2cccs2)Oc2ccc(NC(=O)Nc3ccc4c(c3)OCO4)cc2C1=O	0	0	-1.3	3	-10	-5	-0.7	-1	-1	-4
33	O=S1(=O)c2ccc(Br)cc2N2CCC[C@@H]2CN1Cc1ccc(Cl)cc1	-5	2	-1.8	-3	7	-3	1.1	5	-10	28
34	CC(C)CN(C(=O)C1CCCO1)C1CCS(=O)(=O)C1 (stereo unspecified)	-1	-2	-2.2	-1	-2	2	0.9	-5	-7	-6
35	O=C(O)Cc1nc(-c2cccnc2)sc1-c1ccc(Br)cc1	3	5	-2.2	-2	2	-3	0.6	-2	-12	-4
36	CC(C)CN(C(=O)CCNC(=O)c1ccc([N+](=O)[O-])cc1)C1CCS(=O)(=O)C1 (stereo unspecified)	4	-2	-0.5	-5	-2	-2	-0.2	-2	1	.
37	COc1ccc(S(=O)(=O)N2CCCCCC2)cc1NS(=O)(=O)c1cc(C(=O)O)cc(C)c1C	-7	1	-0.4	-5	6	2	0.4	-4	1	-5
38	CCOC(=O)CNC(=O)CN1C(=O)CCSc2ccccc21	0	5	-0.5	2	2	-4	-0.1	1	-1	.
39	CCOc1cc(CNCCc2ccc(S(N)(=O)=O)cc2)cc(Cl)c1OCc1ccccc1	8	-1	-2.6	-3	-1	-3	-1.2	12	-34	30
40	COc1ccc2cc3cc(C(=O)Nc4ccccc4N4CCN(C)CC4)oc3nc2c1	-11	1	-4.7	-3	-65	-4	-0.8	-8	-9	2

Remaining list, next part.
#	structure	Tat export inh	V-ATPase pHluor	CAL PDZ FP-1	RTF Ca sens act	MITF act	Wnt bcat act	CDK5 inh	Rtt109 Vps75	dFosB activator	CAL PDZ FP-2
41	CSc1nc(S(C)(=O)=O)nc2[nH]c(=O)[nH]c12	-8	0	-0.6	1	6	-2	-6.7	9	-9	.
42	O=C(c1cc(COc2ccc(F)cc2Cl)on1)N1CCCC(OCc2cccnc2)C1 (stereo unspecified)	1	-3	0.4	0	20	4	0.3	-19	-13	0
43	COC(=O)c1ccc(COC(=O)CNC(=O)c2cccc(OC)c2)o1	2	2	0.3	-1	-1	1	-0.1	6	-6	-3
44	O=C(Oc1ccccc1)c1ccc(NC(=O)c2ccco2)cc1	1	0	-0.8	-3	11	7	0.8	1	-3	0
45	Cc1nn(-c2ccccc2)cc1/C=N/O	-4	1	-0.8	0	.	11	2.9	2	-3	-4
46	CCc1nnc(NC(=O)CCC(=O)NCc2ccccc2OC)s1	-8	-3	-2.3	5	.	.	-2.9	.	-1	-5
47	CC(C)[C@@H](CO)NC(=O)c1ccc2c3n(nc2c1)-c1ccc(Cl)cc1CO3	-8	0	-2.8	-1	89*	45*	-0.1	-6	2	-3
48	Cc1sc(NC(=O)CSc2n[nH]c(N)n2)c(C#N)c1C	-7	-4	-4.0	-9	0	-2	0.1	-2	-1	.
49	Cc1cc2cc(CN(Cc3cccs3)Cc3nnnn3CC3CCCO3)c(=O)[nH]c2cc1C (stereo unspecified)	4	-1	-2.0	1	5	-4	-3.8	25	-28	0
50	Cc1ccc(C(OCCN(C)C)c2cccc(C(F)(F)F)c2)cc1 (stereo unspecified)	8	4	-1.4	-1	2	-2	-0.1	-1	1	-3
51	CCCc1nnc(SCC(=O)N2CCCCC2C)n1CC (stereo unspecified)	-8	4	.	2	.	1	-1.6	17	6	0
52	CC(=O)Nc1ccc(C(=O)CCl)cc1	-17	3	-0.3	-1	-21	5	0.0	-6	3	-4
53	COC(=O)C(C)(C(=O)OC)c1ccc(C(F)(F)F)cc1[N+](=O)[O-]	16	0	0.0	4	4	-1	1.1	4	2	0

Some of these compounds in order of the MITF act value, rising.
#	structure	Tat export inh	V-ATPase pHluor	CAL PDZ FP-1	RTF Ca sens act	MITF act	Wnt bcat act	CDK5 inh	Rtt109 Vps75	dFosB activator	CAL PDZ FP-2
52	CC(=O)Nc1ccc(C(=O)CCl)cc1	-17	3	-0.3	-1	-21	5	0.0	-6	3	-4
43	COC(=O)c1ccc(COC(=O)CNC(=O)c2cccc(OC)c2)o1	2	2	0.3	-1	-1	1	-0.1	6	-6	-3
48	Cc1sc(NC(=O)CSc2n[nH]c(N)n2)c(C#N)c1C	-7	-4	-4.0	-9	0	-2	0.1	-2	-1	.
49	Cc1cc2cc(CN(Cc3cccs3)Cc3nnnn3CC3CCCO3)c(=O)[nH]c2cc1C (stereo unspecified)	4	-1	-2.0	1	5	-4	-3.8	25	-28	0
47	CC(C)[C@@H](CO)NC(=O)c1ccc2c3n(nc2c1)-c1ccc(Cl)cc1CO3	-8	0	-2.8	-1	89*	45*	-0.1	-6	2	-3

This is a random part of the collection; 4.1% or so of the library scored in one or more.
